Tb PFK block – T. brucei PFK enzyme inhibition. AID 485367. Potency, µM (doses to about 57.5 µM), for the others: at the highest dose activity, negative = inhibition, actives largely listed as inhibitors. 330,000 compounds, 0.17% hits. O15648. T. brucei PFK, ADP-Glo luminescence;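 also: potency is read from the fitted curve at half-maximal effect; 0% = uninhibited 1x PFK enzyme wells and -100% = no-enzyme wells; nearly all actives have a fitted effect of over 60% in size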
Target sequence (O15648 whole entry, looked up): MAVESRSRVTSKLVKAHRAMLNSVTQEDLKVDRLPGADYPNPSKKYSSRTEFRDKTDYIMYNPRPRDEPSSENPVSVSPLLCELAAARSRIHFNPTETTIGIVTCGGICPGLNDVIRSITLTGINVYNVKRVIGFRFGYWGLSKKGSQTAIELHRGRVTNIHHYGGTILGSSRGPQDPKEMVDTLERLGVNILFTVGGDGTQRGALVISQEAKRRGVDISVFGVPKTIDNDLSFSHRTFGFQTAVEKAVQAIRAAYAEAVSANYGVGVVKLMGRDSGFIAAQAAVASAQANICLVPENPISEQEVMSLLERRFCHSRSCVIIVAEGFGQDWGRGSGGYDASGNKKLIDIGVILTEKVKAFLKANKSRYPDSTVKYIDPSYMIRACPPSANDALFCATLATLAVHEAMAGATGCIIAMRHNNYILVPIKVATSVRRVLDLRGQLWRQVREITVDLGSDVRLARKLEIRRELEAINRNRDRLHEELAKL
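PFK 1.25 nM, F6P 0.5 mM, ATP 0.1 mM, 0.1 M TEA pH 8.0, 5 mM MgCl2, 0.01% Tween20, 0.1% BSA; 45 min RT. ADP-Glo readout. qHTS titration up to 57 uM; curves fitted, compounds curve-classed.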
Rab9 promoter act – Rab9 promoter activation; Huh7 Rab9 promoter-luciferase reporter, luminescence, 24 h; Potency, µM (highest dose often 9.22 µM), without a hit: at the top dose activation, negative = inhibition, hits mostly activators; 320,000 compounds, 2.8% hits; also: potency is read from the fitted curve at half-maximal effect; % of control where 0% means no effect; nearly all actives have a fitted effect of over 60% in size
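Huh7 cells stably carrying Rab9 promoter–luciferase reporter, plated 1500 cells/well, compound added after 2 h and incubated 24 h at 37 °C; luciferase luminescence then read after 10 min with detection reagent.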
VP16 counter – inhibits Gal4-VP16 luciferase reporter, ROR gamma counter-screen; 310,000 compounds, 3.5% hits; AID 2546; Potency, µM (series often up to 53.6 µM), for the others: at the top dose activity, negative = inhibition, actives largely listed as inhibitors; Drosophila S2 Gal4-VP16 UAS-luciferase, luminescence, 20 h;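 also: Gal4-VP16 expression switched on by copper sulfate through the metallothionein promoter; potency is read from the fitted curve at half-maximal effect; % is scaled to controls: 0 for no effect and ±100 for the full control effect; nearly all actives have a fitted effect of over 50% in size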
Giardia killer – kills Giardia lamblia | activity change, % at 7.66 µM, hits read low | 340,000 compounds, 0.15% hits | AID 540267 | Giardia lamblia trophozoite viability; in the data active = activity change below about -80%; inconclusive = between about -30% and that limit;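 also: parasites exposed to compound for two days anaerobically before the ATP read; % is scaled to controls: 0 for no effect and ±100 for the full control effect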
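Luminescence from cellular ATP indicates surviving trophozoites (100 cells/well) following 48 hrs anaerobic compound treatment at 37 deg C; signal develops 15-30 min at room temperature.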
KCNH2 3.1 block – inhibitors of human KCNH2 3.1 potassium channel isoform; activity change, % (tested at about 1.8 µM); U2OS KCNH2 3.1, thallium flux FluxOr; active compounds read low; 340,000 compounds, 0.95% hits;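 active = maximum activity change below -70%; inconclusive = maximum activity change from -70% to -50%; inactive = maximum activity change above -50%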;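 also: thallium influx rate constant from kinetic fluorescence after stimulation buffer; % is scaled to controls: 0 for no effect and ±100 for the full control effect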
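Thallium flux read-out: FluxOr dye with Red40 quencher in HBSS/HEPES, 45 min at RT. Rate constants from kinetic reads were normalized to positive and negative DMSO controls. Cells: U2OS virally expressing the 3.1 isoform.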
Coupling enz – counter-screen for Giardia aldolase inhibitors: coupling enzyme system; 290,000 compounds, 0.67% hits; activity change, negative = inhibition, % at 58.2 µM, hits read low; coupling enzyme system counterscreen, AmpLite Red fluorescence; in the data active = activity change below about -30%; also: % is scaled to controls: 0 for no effect and ±100 for the full control effect
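First, compound is pin-transferred into glyceraldehyde-3-phosphate coupling-enzyme reagent at 57.5 uM final and held 10 min at RT. Next, substrate, coupling system and AmpLite Red are added. After 20 min RT, fluorescence (525/598 nm) is read.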
FLuc counter – firefly luciferase modulation, counter-screen for miR-21 project; P08659; purified FLuc, Km substrates, luminescence inhibition; Potency, µM (top dose mostly 57.5 µM), for inactives: top-dose activity change, negative = inhibition, hits mostly inhibitors; 360,000 compounds, 6.9% hits; AID 588342;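 also: potency is read from the fitted curve at half-maximal effect; plate controls were vehicle for no effect and reference inhibitor for full effect; nearly all actives have a fitted effect of over 55% in size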
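Purified P. pyralis luciferase (10nM final) with 10uM D-luciferin and 10uM ATP (Km levels) in 50mM Tris acetate pH 7.5, 10mM Mg acetate, 0.01% Tween-20, 0.05% BSA; qHTS 6-point titration, ~60 µM downward; luminescence read.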
NPC1 promoter act – NPC1 promoter activation. Huh7 NPC1 promoter luciferase reporter, 24 h. Potency, µM (titrated, usually from 9.22 µM), without a hit: top-dose activation, usual class: activators. 320,000 compounds, 2.4% hits. AID 485313;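 also: potency is read from the fitted curve at half-maximal effect; % of control where 0% means no effect; nearly all actives have a fitted effect of over 60% in size; reporter is driven by a mutant NPC1 promoter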
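Luciferase expression driven by the NPC1 promoter was measured in stably transfected Huh7 cells after a 24 h compound incubation, using a luciferase reagent and a luminescence read.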
RORgamma inh – inhibitors of mouse ROR gamma transcriptional activity | AID 2551 | 310,000 compounds, 5.4% hits | Drosophila S2 Gal4-RORgamma UAS-luciferase reporter, 20 h | Potency, µM (titrated, usually from 53.6 µM), without a hit: at the top dose activity change, negative = inhibition, actives largely listed as inhibitors; also: potency is read from the fitted curve at half-maximal effect; % is scaled to controls: 0 for no effect and ±100 for the full control effect; nearly all actives have a fitted effect of over 60% in size
Target sequence (P51450 whole entry, looked up, the tested form may be a part): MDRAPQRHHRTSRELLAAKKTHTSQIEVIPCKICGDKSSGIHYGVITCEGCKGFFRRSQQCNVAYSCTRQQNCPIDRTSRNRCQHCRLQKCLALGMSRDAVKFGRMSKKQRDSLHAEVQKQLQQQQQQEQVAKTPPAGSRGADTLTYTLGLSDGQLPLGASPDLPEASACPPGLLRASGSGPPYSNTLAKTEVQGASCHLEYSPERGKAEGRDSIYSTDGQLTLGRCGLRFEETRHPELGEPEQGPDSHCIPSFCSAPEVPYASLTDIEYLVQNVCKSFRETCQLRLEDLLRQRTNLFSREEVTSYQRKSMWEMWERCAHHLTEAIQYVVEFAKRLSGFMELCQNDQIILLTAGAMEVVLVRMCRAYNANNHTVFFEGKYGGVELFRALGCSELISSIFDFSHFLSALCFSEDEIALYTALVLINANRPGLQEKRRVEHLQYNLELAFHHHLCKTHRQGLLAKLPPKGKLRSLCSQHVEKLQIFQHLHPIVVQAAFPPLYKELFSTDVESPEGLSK
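Schneider cells (Drosophila), stable Gal4 DBD–ROR gamma + UAS-luc; 1 hr cmpd preincubation; Cu2+ induction 700 uM final; 20 hr ambient; luminescence.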
uPA generation – cell surface uPA generation inhibition. cell surface uPA generation assay, qHTS. Potency, µM (titrated, usually from 38.3 µM), for the others: at the highest dose activity change, negative = inhibition, usual class: inhibitors. 330,000 compounds, 0.31% hits. AID 540303; active = well fitted inhibition curve with a large enough effect; inconclusive = small, poorly fitted or top-dose-only effect; inactive = no such curve, though single readings can be large or run the other way; tested in mouse RAW 264.7 cells; also: potency is read from the fitted curve at half-maximal effect; % is scaled to controls: 0 for no effect and ±100 for the full control effect; nearly all actives have a fitted effect of over 55% in size
ELG1 genotoxic – genotoxicity induction in ELG1-luciferase HEK293T cells. HEK293T ELG1-luciferase reporter, luminescence, 16 h. 330,000 compounds, 1.3% hits. AID 504466. Potency, µM (highest dose often 46 µM), for inactives: at the highest dose activity change, positive = activation, actives largely listed as activators; also: potency is read from the fitted curve at half-maximal effect; % of control where 0% means no effect; nearly all actives have a fitted effect of over 60% in size
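ELG1-luciferase HEK293T cells, 2,000/well; compound pinned in; 16 hr, 37 °C, 5% CO2; ONE-Glo, 30 min RT; luminescence on CCD imager.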
The depositor's hits bear a star; ? = inconclusive; / = not tested or not shown; & = joins results of further samples; [ ] = dose if it differs, or a comment. Unless noted, calls follow the shape of the dose curve; as a rule, active = well fitted curve in the direction sought with a large enough effect; inconclusive = small, poorly fitted or top-dose-only effect, or another doubt; inactive = no such curve, though single readings can be large; an effect the other way counts as inactive or inconclusive.

Compound	uPA generation	VP16 counter	FLuc counter	Tb PFK block	ELG1 genotoxic	RORgamma inh	KCNH2 3.1 block	Giardia killer	NPC1 promoter act	Rab9 promoter act	Coupling enz
CCc1ccccc1N(CC(=O)NC(C)c1ccccc1)S(C)(=O)=O (stereo not given)	26.6%	0.0%	-0.2%	1.3%	-3.7%	7.4%[1.91 µM]	1.5	18.2	-3.7%	2.9%	2.4
Cc1ccc(NC(=O)NCCN2CCCCC2)cc1C	-9.6%	-4.9%	2.5%	-0.7%	0.2%	5.4%	-31.3	2.5	-5.5%	-0.4%	2.1
C/C(=N\NC(=O)c1cc2ccccc2cc1O)c1ccccn1	0.5%	0.126µM*	4.78µM*	-10.0%	?	0.199µM*	-8.3	-5.5	2µM*	-24.4%	/
O=C(O)CCCCCNc1nc(-c2ccccc2)nc2ccccc12	-6.9%	-2.4%	?	2.0%	-5.8%	?	8.9	-6.7	2.3%	-13.1%	4.6
COc1ccc(CN(C)C(=O)CNC(=O)Cc2cccc3ccccc23)c(OC)c1OC	0.2%	-16.3%	2.8%	0.0%	-2.5%	14.3%	11.5	-15.1	-0.2%	1.4%	/
Cc1noc(/C=C/N(C)C)c1S(=O)(=O)N1CCCC(C(=O)NC2CCCCC2)C1 (stereo not given)	?	-15.1%	0.2%	-1.4%	1.7%	-15.9%	-12.0	-14.7	-2.1%	-1.1%	1.6
O=C(NC1CCCC1)C(c1ccccc1)N(C(=O)c1csnn1)C1CCCC1 (stereo not given)	0.6%	1.1%	-0.1%	-6.2%	-0.1%	4.1%	-17.5	-3.1	0.3%	0.8%	1.2
N#CCc1nn(-c2ccc(Cl)cc2)c(N)c1C#N	-2.1%	-8.9%	-2.7%	2.6%	1.1%	15.1%	-9.0	13.1	1.4%	0.9%	0.2
COc1ccc(Nc2nnc(SCC(=O)NC3CCS(=O)(=O)C3)s2)cc1 (stereo not given)	-5.6%	/	5.36µM*	-0.3%	10.5%	/	24.6	4.4	22.4%	22.6%	/
Cc1ccc(CNC(=O)C2CCC(=O)N2C2CCCCC2)cc1 (stereo not given)	8.9%	1.2%	1.0%	-3.4%	1.1%	3.0%	?	8.1	-3.1%	2.9%	-3.8
O=C(CCNS(=O)(=O)c1ccc(Br)cc1)Nc1cccc(F)c1	5.2%	10.0%	-0.3%	-0.5%	-3.9%	11.5%	1.9	-8.4	0.0%	3.3%	0.9
COc1ccc(CCNC(=O)c2ccc(S(=O)(=O)N(C)c3ccccc3)cc2)cc1OC	-0.5%	-7.3%	-1.6%	1.6%	-18.9%	?	-29.7	-13.5	-2.3%	-5.2%	-3.2
COc1cc(NC(=O)CCN2CC(C)OC(C)C2)cc(OC)c1 (stereo not given)	4.3%	-1.0%	8.0%	-0.4%	0.1%	12.9%	8.8	2.2	-3.9%	-3.1%	0.0
COc1ccccc1OCCNC(=O)CSC(=S)N1CCCC1	-1.2%	/	-1.3%	-7.9%	2.1%	/	23.2	-11.1	-3.6%	-2.7%	/
CC(=O)O[C@]1(C(C)=O)CCC2C3C=C(C)C4=CC(=O)CC[C@]4(C)C3CC[C@@]21C (stereo not given in full)	-8.4%	-5.3%	-4.0%	1.8%	-2.9%	-29.1%	-9.6	26.4	-0.8%	0.3%	2.9
O=C(COC(=O)/C=C/c1cccc(C(F)(F)F)c1)Nc1ccc(Cl)cn1	-6.5%	/	-0.5%	-0.3%	0.9%	/	-1.3	-18.6	-5.7%	-1.7%	/
Nc1ccc2oc(CCc3ccccc3)nc2c1	-7.1%	10.4%	9.53µM*	0.0%	?	-30.3%	-45.1	-5.0	2.51µM*	0.708µM*	-34.7*
CCc1c(O)cc2n(c1=O)-c1ccc(Cl)cc1C2(C)C	2.3%	?	1.0%	0.5%	0.4%	?	-3.7	-4.4	-1.5%	0.0%	1.8
Cc1nc2sccn2c(=O)c1S(=O)(=O)N1CCN(c2ccccc2)CC1	5.0%	1.0%	0.0%	-4.0%	3.3%	12.9%	19.0	?	-0.2%	-0.6%	3.0
C=CCc1cccc2cc(C(=O)Nc3cccc(C(=O)O)c3)c(=O)oc12	10.6%	-1.5%	12µM*	1.9%	9.3%	-3.9%	-2.3	-11.3	?	?	-0.8
COc1cccc(C2=NN(C(=O)c3cccs3)C(O)(C(F)(F)F)C2)c1 (stereo not given)	-7.1%	3.4%[10 µM]	?	-3.5%	?	27.3%	-17.6	-14.4	-1.0%	-11.6%	-0.2
CC(=O)c1ccccc1NC(=O)C1CCCN(C(=O)c2ccc(Cl)cc2)C1 (stereo not given)	-8.6%	/	-0.1%	7.2%	0.0%	/	8.8	-10.8	-3.3%	-2.9%	/
Cn1nnnc1SCc1ccc(CSc2nnnn2C)cc1	4.8%	16.6%[10 µM]	1.7%	0.6%	-2.2%	0.0%	/	-27.0	-2.7%	-2.5%	0.5
O=C(Nc1ccc(Oc2cccnc2)cc1)c1cccc([N+](=O)[O-])c1	-0.7%	-5.0%	?	-14.2%	0.9%	?	5.1	13.3	23.8%	19.3%	-12.0
Cc1nc(OCc2c(C)noc2C)c2ccccc2n1	-0.9%	-11.2%	0.3%	0.4%	3.8%	1.9%	32.0	-8.8	-3.7%	-2.1%	0.7
COc1ccc(-c2nc(CSCC(=O)NCc3ccc4c(c3)OCO4)c(C)o2)cc1	4.3%	12.6µM*	26.9µM*	2.3%	-5.9%	12.6µM*	23.3	-20.8	-1.0%	0.7%	0.7
Cc1ccc(S(=O)(=O)NN=C2C3CC4CC(C3)CC2C4)cc1[N+](=O)[O-]	-0.8%	-10.0%	-0.9%	0.4%	2.0%	-7.4%	-5.9	-6.7	-1.3%	-1.9%	1.4
COc1ccc(C(CNc2nc(-c3cccnc3)nc3ccccc23)N(C)C)cc1 (stereo not given)	-1.6%	-7.4%	3.8%	4.0%	-3.3%	-24.0%	7.7	-19.4	-3.0%	-0.5%	2.6
O=[N+]([O-])c1ccc(S(=O)(=O)N2CCN(c3ccc(N4CCOCC4)nn3)CC2)cc1	4.2%	/	3.7%	5.5%	0.5%	/	-18.5	-17.7	-5.5%	2.5%	/
Cc1cccc(CCNC(=O)C2CCN(S(=O)(=O)N3CCOCC3)CC2)c1	?	1.1%	0.6%	1.4%	1.7%	-25.9%	-7.8	-24.7	1.1%	-0.7%	/
CN(C)S(=O)(=O)c1ccc(C(=O)Nc2ccccc2[N+](=O)[O-])cc1	8.8%	4.0%	1.0%	0.0%	0.4%	41.7%	-1.9	-10.6	-4.2%	0.8%	-1.1
CC(=O)/C(=N\Nc1ccc(C)cc1)Sc1nncn1C	2.6%	-7.3%	0.3%	-1.2%	-2.0%	-29.8%	-18.4	-3.7	-2.2%	0.3%	2.9
Cc1ccc(S(=O)(=O)NCCC(=O)N2CCN(S(=O)(=O)c3ccccc3)CC2)cc1C	-3.6%	/	5.7%	-3.7%	-3.5%	/	1.4	-17.9	-4.8%	0.8%	/
CCCCN(CC)CCNC(=O)Cn1cc2c(n1)-c1c(oc(C(=O)N3CCCC3)c1C)CC2	10.8%	?	-0.5%&-1.5%	-0.7%	1.5%[9.26 µM]	15.8µM*	11.2	6.2	-0.2%	7.6%	-31.0*
CCOc1ccc(NC(=O)C2CCCN(S(=O)(=O)c3ccc4[nH]c(=O)ccc4c3)C2)cc1 (stereo not given)	-2.8%	?	7.1%&-1.3%	1.5%	-2.4%[9.26 µM]	?	-8.3	-5.8	-3.2%	-2.4%	0.4
COC(=O)c1cc(CNC(=O)C2CC(=O)N(c3ccc4c(c3)OCCO4)C2)ccc1OC (stereo not given)	-0.1%	/	/	-0.6%	-2.8%	/	4.0	1.6	/	/	/
O=C(CSc1ncnc2c1cnn2CCc1ccccc1)Nc1cccc(C(F)(F)F)c1	5.9%	-1.6%	?	1.9%	1.6%	1.2%	7.7	2.8	3.2%	1.8%	-5.3
COc1ccc(CNCCC(c2ccc(F)cc2)c2ccc(OC)cc2)cc1 (stereo not given)	-0.2%	-29.7%	1.5%	-0.8%	-1.4%	-43.5%	-87.3*	-0.4	-3.9%	1.0%	2.2
COC(=O)c1ccc(OC)c(NS(=O)(=O)c2ccc(-n3cnnn3)cc2)c1	0.2%	-8.5%	-0.3%	-5.6%	-1.3%	-38.3%	24.8	-13.7	3.6%	0.2%	-1.5
